LmPK inh = inhibitors of Leishmania mexicana pyruvate kinase. purified LmPK, Kinase-Glo ATP luminescence, 1 h. Potency, µM (top dose mostly 57.5 µM), without a hit: at the highest dose activity change, negative = inhibition, actives largely listed as inhibitors. 290,000 tested, 0.37% active; note: potency is the fitted concentration of half-maximal effect; % is set by controls: 0 for no effect and ±100 for the full control effect
Target sequence (Q27686 whole entry, looked up): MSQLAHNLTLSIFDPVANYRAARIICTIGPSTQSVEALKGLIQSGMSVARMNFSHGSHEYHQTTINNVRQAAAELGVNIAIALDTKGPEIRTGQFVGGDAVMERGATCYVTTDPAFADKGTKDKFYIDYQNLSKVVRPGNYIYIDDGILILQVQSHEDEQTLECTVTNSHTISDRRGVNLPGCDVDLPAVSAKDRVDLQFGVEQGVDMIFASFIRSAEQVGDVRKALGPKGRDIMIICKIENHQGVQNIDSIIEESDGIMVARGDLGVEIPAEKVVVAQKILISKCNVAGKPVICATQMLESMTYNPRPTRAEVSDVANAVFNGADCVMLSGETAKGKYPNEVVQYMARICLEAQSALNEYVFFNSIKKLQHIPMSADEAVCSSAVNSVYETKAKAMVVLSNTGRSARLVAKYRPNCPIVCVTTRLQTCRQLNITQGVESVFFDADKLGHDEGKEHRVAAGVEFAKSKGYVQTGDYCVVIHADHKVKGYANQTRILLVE
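In 50 mM imidazole pH 7.2 with 7 mM MgCl2, LmPK (0.1 nM) turned over PEP (0.5 mM) and ADP (0.1 mM) for 1 h at room temperature. Luciferase read-out of ATP.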
Cycloheximide cs = counter-screen for Shiga toxin inhibitors: cycloheximide protein synthesis inhibition; 300,000 tested, 12% active; max response, %; cell reporter, cycloheximide protein synthesis inhibition counterscreen; in the data active = max response mostly above about 13%, no sharp cut-off; inactive = mostly below about 14%; note: read at 38.3 µM for the half of the compounds with a filed dose; 0% is about no effect
TbPYK inhibitor = blocks Trypanosoma brucei pyruvate kinase. TbPYK enzyme, Kinase-Glo Plus ATP luminescence, 45 min. 410,000 tested, 0.12% active. Potency, µM (top dose mostly 76.8 µM), inactives show at the highest dose activity, negative = inhibition, most hits filed as inhibitors. Q57TT1. AID 624173; note: potency is the fitted concentration of half-maximal effect; % is set by controls: 0 for no effect and ±100 for the full control effect; nearly all actives have a fitted effect of over 50% in size
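Enzyme and substrate buffer are dispensed first and compound is pin-transferred. ADP at 130 uM final then starts the reaction, which runs 45 min at room temperature. Detection reagent is added for 10 min before luminescence is imaged.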
HCV inhibitor = blocks hepatitis C virus. Huh7.5.1 HCVcc-Cre infection, luciferase reporter, 44 h. Potency, µM (series often up to 41.8 µM), inactives show at the highest dose activity change, negative = inhibition, usual class: inhibitors. AID 651820. 340,000 tested, 3.4% active; note: potency is the fitted concentration of half-maximal effect; % is set by controls: 0 for no effect and ±100 for the full control effect
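Infectious HCV cell culture screen: compound-treated cells (1,000/well, pre-plated 4 h) are infected with HCVcc-Cre at roughly 0.5 moi and grown 44 h. Infection is quantified by luciferase signal after 15 min substrate incubation at room temperature.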
Pf growth 48h = P. falciparum growth inhibition at 48 hours (one generation). P. falciparum luciferase growth in erythrocytes, 48 h. Potency, µM (top dose mostly 28.7 µM), for the others: at the highest dose activity change, negative = inhibition, actives largely listed as inhibitors. 310,000 tested, 5.9% active. AID 504832; note: potency is the fitted concentration of half-maximal effect; % is set by controls: 0 for no effect and ±100 for the full control effect
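Read-out is firefly luciferase luminescence from an integrated reporter in P. falciparum, so falling signal marks reduced parasite growth. Infected erythrocytes were at 2% hematocrit and 0.1% parasitemia (final) in Albumax-supplemented RPMI 1640.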
Shiga toxin inh = blocks Shiga toxin action in Vero cells. Vero cells, Shiga toxin protein synthesis inhibition reporter. inhibition, % at 38.7 µM. 290,000 tested, 9.2% active; in the data active = inhibition mostly above about 28%, no sharp cut-off; inactive = mostly below about 43%; note: 0% is about no effect
Pf growth 96h = inhibits malaria parasite growth, 96 h | P. falciparum luciferase reporter growth, 96 h | Potency, µM (top dose mostly 28.7 µM), for the others: at the highest dose activity change, negative = inhibition, most hits filed as inhibitors | 320,000 tested, 6.9% active | AID 504834; note: potency is the fitted concentration of half-maximal effect; % is set by controls: 0 for no effect and ±100 for the full control effect
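P. falciparum expressing integrated firefly luciferase, in erythrocytes at 2% hematocrit, 0.05% parasitemia, incubated with compounds 96 h at 37 C, 5% CO2. Growth inhibition read as loss of luminescence; two-generation exposure targets delayed-death apicoplast inhibitors.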
Active calls of the source: *; u = inconclusive; x = not tested or not shown; & = joins results of further samples; [ ] = another dose, or the depositor's remark. Unless noted, calls come from the whole dose curve; as a rule, active = well fitted curve in the direction sought with a large enough effect; inconclusive = small, poorly fitted or top-dose-only effect, or another doubt; inactive = no such curve, though single readings can be large; an effect the other way counts as inactive or inconclusive.

Compound	LmPK inh	Cycloheximide cs	TbPYK inhibitor	HCV inhibitor	Pf growth 48h	Shiga toxin inh	Pf growth 96h
CN1C(=O)C(=O)/C(=C(/O)c2ccc(Br)cc2)C1c1ccc(Cl)cc1 (configuration not stated)	6.6%	0.7	5.1%	-0.1%	29.1%	x	32.7%[activator]
Cc1c(C(=O)NCc2ccccn2)oc2c(Cl)cccc12	x	x	-6.1%	0.7%	-21.7%	x	-20.2%
O=C1/C(=C/c2ccco2)SC(=S)N1C1CCS(=O)(=O)C1 (configuration not stated)	-10.5%	7.9	4.0%	-28.6%	u	-0.6	77.3%[activator]
Cc1nnc(NC(=O)c2ccc(Br)o2)s1	-3.6%	-2.9	1.0%	12.4%	46.9%[activator]	25.4	u
Cc1c(O)nc2sc3ccccc3n2c1=O	-2.5%	-2.0	x	x	15.4%	5.8	29.3%
CSc1ccc(OC2CCCCC2NS(=O)(=O)c2ccccc2)cc1 (configuration not stated)	0.8%	0.3	3.6%	u	-7.3%	-7.4	24.9%
COc1ccc2nc(NC(=O)c3cccc(S(=O)(=O)N4CCOCC4)c3)sc2c1	4.7%	13.8	11.1%	-24.2%	-3.1%	39.1	u
O=C(/C=C/c1cccs1)NNC(=O)c1ccccc1	x	x	-17.6%	12.0%	99.4%[activator]	x	127.7%[activator]
CN(C)S(=O)(=O)c1ccc2nc(NC(=O)c3cccs3)sc2c1	-15.1%	41.2*	5.9%	-24.7%	x	70.4*	40.2%[activator]
Fc1ccc(-c2nc3ccccn3c2NCc2ccc3c(c2)OCO3)cc1	-2.7%	15.3	5.5%	-10.6%	8.28µM*	4.7	-1.0%
CCc1ccc(CN(C)C(=O)C2CCC(=O)N(Cc3ccccn3)C2)cc1 (configuration not stated)	0.8%	1.1	-8.2%	20.3%	1.2%	-7.9	70.9%[activator]
C/C(Cl)=C\Cn1c(O)c(N=O)c2ccccc21	9.3%	-2.5	-12.5%	-4.3%	u	-16.7	15.0%
CCOC(=O)Nc1ccc2c(COC(=O)c3ccccc3O)cc(=O)oc2c1	7.6%	27.1*	0.2%	u	3.7%	75.6*	-17.0%
O=C(NCc1ccco1)C(=O)NCC1OCCCN1S(=O)(=O)c1ccccc1 (configuration not stated)	4.6%	-3.2	-9.0%	31.5%[activator]	-5.3%	-1.9	-15.8%
O=[N+]([O-])c1ccc(N2CCN(c3ccc(F)cc3)CC2)nc1	-7.8%	-1.4	-7.8%	8.6%	14.5%	-7.8	16.3%
COc1cccc(NC(=O)c2ccc(Cn3cc([N+](=O)[O-])cn3)o2)c1	0.1%	2.0	-0.4%	-3.4%	8.0%	12.9	0.0%
COc1cccc(NC(=O)CSc2nc(=O)n(CCN(C)C)c3c2CCCC3)c1	x	x	0.8%	-14.2%	u	x	u
CN=C1c2c(-c3ccccc3)c3cc(OC)ccc3n2CCN1C	11.6%	-0.3	-9.7%	u	x	-15.8	u
CS(=O)(=O)c1ccccc1-c1nnc(NC(=O)c2ccco2)o1	x	x	-6.1%	7.2%	-2.2%	x	u
COc1ccc(CNC(=O)CN(C(=O)c2csnn2)c2cnc3ccccc3c2)cc1	-3.5%	-2.0	2.6%	0.4%	13.2%	-8.3	-6.6%
CNC(=S)N1CCN(C(=O)c2ccco2)CC1	-1.0%	-1.0	1.8%	0.4%	13.4%	-8.4	u
Cc1ccc(S(=O)(=O)N(CCC#N)C2CCCCC2)c2nsnc12	0.0%	-0.7	11.0%	13.1%	-11.0%	-5.1	-16.8%
O=[N+]([O-])c1ccccc1OCc1nc(-c2cccs2)no1	-12.8%	61.1*	-0.9%	-27.4%	235.5%[activator]	178.9*	2.8%
CCc1ccc(OCC(=O)c2c(O)c3ccccc3oc2=O)cc1	-0.4%	-2.8	-11.2%	13.2%	-21.1%	-11.0	u
CCN(CC)C(CNC(=O)CSc1nnnn1-c1c(C)cccc1C)c1ccco1 (configuration not stated)	x	x	1.5%	-22.6%	u	x	-7.6%
Cc1ccc(NC(=O)CCC(=O)c2cccs2)cc1F	-4.8%	26.8*	0.7%	5.0%	171.0%[activator]	42.3	162.6%[activator]
CC(=O)N1CN(Cc2ccccn2)Cc2c1sc1c2CCCC1	2.2%	-1.4	-12.5%	7.2%	23.6%	-4.7	x
COc1ccc(-n2ncc3c(NCc4cccnc4)ncnc32)cc1	-5.5%	52.2*	1.8%	u	x	85.9*	213.1%[activator]
Cc1cc2ncn(C(=O)c3c(-c4ccccc4Cl)noc3C)c2cc1C	2.5%	-1.9	0.0%	7.2%	24.1%	-18.5	-4.6%
O=C(CN(c1cccc(C(F)(F)F)c1)S(=O)(=O)c1ccc(Cl)c([N+](=O)[O-])c1)NCc1ccc(F)cc1	-2.2%	6.4	-5.4%	u	u	14.6	14.7µM*
CN(C)C(=O)c1ccc2c(c1)C1C3CCC(C3)C1C(c1ccccc1)N2 (configuration not stated)	2.5%	-4.6	1.4%	u	u	-9.9	u
Cc1nn(CCC#N)c(NC(=O)c2ccc(Cl)cc2)c1P(=O)(Nc1ccc([N+](=O)[O-])cc1)N1CCOCC1 (configuration not stated)	4.7%	-2.9	-3.5%	6.0%	-13.4%	-23.5	x
O=C1NC(=O)C(CC(=O)N(Cc2ccco2)C2(C(=O)NC3CCCCC3)CCCCC2)N1 (configuration not stated)	-0.5%	-2.5	7.4%	u	0.3%	11.8	47.5%
NC(=O)CC(NC(=O)c1ccc(Br)cc1)c1ccc(NCCc2ccc(F)cc2)c([N+](=O)[O-])c1 (configuration not stated)	7.0%	-4.4	-5.1%	-0.7%	u	-8.4	-20.9%
Cc1nc(NC(=O)CN2CC(C)OC(C)C2)sc1C(=O)N(C)C (configuration not stated)	-4.2%	-0.8	2.3%	-5.2%	1.5%	-9.0	u
CCOC(=O)[C@H]1[C@H]2COc3ccccc3[C@@H]2N2C(=O)c3cc(C)ccc3NC(=O)[C@@]12C	x	x	-2.9%	5.4%	u	x	13.1µM*
COc1ccc(C(=O)CC(=O)c2ccc(C)cc2)c(O)c1	6.9%	20.0*	2.7%	u	-27.0%	5.1	u
CCC1CCCCN1S(=O)(=O)c1ccccc1 (configuration not stated)	2.7%	-6.2	-3.3%	17.8%	21.5%	-14.5	-28.2%
Cc1onc(-c2c(Cl)cccc2Cl)c1NC(=O)NNc1ccccn1	-1.8%	28.8*	1.5%	17.6%	-11.9%	8.7	1.7%
COc1ccc(/C=C(/NC(=O)c2ccco2)C(=O)N2CCOCC2)cc1	1.1%	-4.4	-12.2%	-3.7%	22.1%	-10.6	u
CCN1CCN(P2(=O)C=C(c3ccccc3)OC(c3ccccc3)=C2)CC1	-1.2%	-3.5	-1.3%	0.8%	-20.4%	-16.7	x
CCOc1ccccc1C1CC(=O)Nc2cc3c(cc21)OCO3 (configuration not stated)	5.4%	-4.7	x	11.4%	u	-5.8	u
O=C(c1ccc(-n2c(SCc3cc(F)ccc3F)nc3ccccc3c2=O)cc1)N1CCOCC1	0.4%	-1.3	0.6%	44.7%[activator]	u	11.8	14.9%
O=C(COC(=O)Cc1ccccc1)NC12CC3CC(CC(C3)C1)C2	1.4%	-2.5	-0.7%	4.7%	13.9%	-7.7	132.0%[activator]
C#CCOCCOCCOCCNc1nc(N2CCN(C(=O)CCCCCCCCCCNC(=O)[C@@H](CCSC)n3cc(CCO)nn3)CC2)nc(N2CCN(C(=O)CCCCCCCCCCNC(=O)[C@H](CO)n3cc(CCCCCN)nn3)CC2)n1	x	x	0.8%	u	1.04µM*	x	u
CCCC(=O)c1ccc(N2CCCC2)c(F)c1	0.4%	36.9*	-7.7%	6.3%	201.6%[activator]	76.1*	0.8%
O=C(CCN1C(=O)/C(=C/c2ccco2)SC1=S)Nc1ccc(C(=O)O)c(O)c1	1.7%	-3.2	-18.7%	-12.4%	1.2%[0.00184 µM]	-5.3	31.8%[activator]
CCOC(=O)c1cnc2cc(C)nn2c1C	-1.0%	10.4	-15.2%	-4.3%	x	26.4	1.5%
CCCCC(CC)COC(=O)C(C#N)=C(c1ccccc1)c1ccccc1 (configuration not stated)	x	-1.1	1.9%&-5.8%	u	2.62µM*	-7.5	2.62µM*
COCCNC(=O)CN(C(=O)c1ccc(N2CCCC2)nc1)c1ccccc1	-3.5%	-0.6	0.8%	7.7%	1.7%	-5.1	0.9%

(list continues)
Compound	LmPK inh	Cycloheximide cs	TbPYK inhibitor	HCV inhibitor	Pf growth 48h	Shiga toxin inh	Pf growth 96h
CN(C)S(=O)(=O)Oc1ccc(C(=O)Nc2ccc([N+](=O)[O-])cc2)cc1	2.9%	6.4	4.6%	-16.0%	7.5%	19.2	22.9%
CCc1[nH]nc(C(=O)N2CCCC(C(=O)c3cccc(C(F)(F)F)c3)C2)c1C (configuration not stated)	-0.6%	11.2	3.1%	u	-10.5%	6.7	35.1%[activator]
COc1ccc2c(C(=O)CN(C)C3CCCCC3)c[nH]c2c1	3.3%	-2.8	-17.8%	-0.5%	u	14.4	-22.6%
C=CCN(c1ccccc1C(=O)NCC(=O)O)S(=O)(=O)c1ccccc1C	12.7%	-1.4	-1.9%	26.2%	15.4%	2.7	8.0%

Source: PubChem BioAssay (National Center for Advancing Translational Sciences (NCATS))
